# Bioassay records deposited in PubChem by Small Molecule Screening Facility, UW Madison.
# PriA SSB inh: blocks PriA binding to SSB C-terminal tail; 0.6% of 430,000 active; inhibition, % at 33 µM; AlphaScreen SSBct-PriA binding, biotinylated peptide; in the data active means inhibition mostly above about 37%, no sharp cut-off; inactive means mostly below about 20%;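 further: plate controls were negative control peptide for no effect and reference peptide for full effect; strong numbers were not always called active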
# * = called active by the depositor; & = joins results of further samples.
SMILES,PriA SSB inh
Cc1ccc(-c2cc3c(SCC(=O)NCCc4cccs4)nccn3n2)cc1C,-5
O=C(COc1ccc(Cl)cc1Cl)Nc1nc2c(s1)CCc1ccccc1-2,-17
COc1ccccc1N1CCN(CCNC(=O)C(=O)NC2CCCCC2)CC1,-17
O=C(Nc1ccccc1C(=O)NN=Cc1ccccc1)c1ccco1,1
Cc1nnc(NC(=O)CN2CCC(c3nn(C)c(=O)n3-c3ccccc3)CC2)s1,1
CCOC(=O)c1ccc(NC(=O)CSc2nc(C)ccc2C#N)cc1,-13
O=C(NNC(=O)c1cccn(Cc2ccc(Cl)c(Cl)c2)c1=O)c1cccs1,-3
Cc1noc(C)c1CC(=O)NCc1cc(-c2ccc(F)cc2F)on1,-8
COc1cc(CSc2nc(CC(=O)NCc3cccs3)cs2)cc(OC)c1,-7
COCCn1c(=NC(=O)c2ccno2)sc2cccc(F)c21,-16
Cc1cc(C)c(NC(=O)/C(C#N)=C\c2ccc(C)o2)c(C)c1,-3
CNCc1nc(C(C)C)no1,-10

# In another format: entries from further up
O=C(COc1ccc(Cl)cc1Cl)Nc1nc2c(s1)CCc1ccccc1-2
- PriA SSB inh = -17

COc1ccccc1N1CCN(CCNC(=O)C(=O)NC2CCCCC2)CC1
- PriA SSB inh = -17

O=C(Nc1ccccc1C(=O)NN=Cc1ccccc1)c1ccco1
- PriA SSB inh = 1

Cc1nnc(NC(=O)CN2CCC(c3nn(C)c(=O)n3-c3ccccc3)CC2)s1
- PriA SSB inh = 1

# The results go on:
SMILES,PriA SSB inh
Cc1csc2nc(-c3cccc(NC(=O)c4ccc(Cl)cc4)c3)cn12,8
Cc1n[nH]c(C)c1S(=O)(=O)N1CCCCC1,-11&-3
COc1ccc(C(=O)Nc2ccccc2C(=O)NN=Cc2ccc(O)c(OC)c2)cc1,-4
CCOc1ccccc1NC(=O)Cn1cccc(-c2nc(-c3ccc(C)cc3)no2)c1=O,-13
Clc1cccc(N2CCN(c3ncnc4c3c(-c3ccccc3)cn4-c3cccc(Cl)c3)CC2)c1,-17
O=C(Cc1ccc(F)cc1)Nc1nc(-c2cc3ccccc3o2)cs1,-3
O=C(NCCn1nc(-c2ccccn2)cc1C1CC1)c1ccc2nsnc2c1,11
Nc1[nH]n(-c2ccccc2)c(=O)c1N=Nc1ccccc1C(=O)O,13
COc1ccc(-c2noc(CSc3nc4[nH]ncc4c(=O)n3-c3ccc(F)c(F)c3)n2)cc1OC,-2
O=[N+]([O-])c1cccc(S(=O)(=O)NN=Cc2ccc(O)cc2)c1,1
O=C(CN1CCN(S(=O)(=O)c2cccs2)CC1)c1cccs1,-18
c1nc2c(c(N3CCCCC3)n1)CCCC2,-19
CCCCOc1ccc(C(=O)NCc2ccc3c(c2)cc(C)n3C)cc1,-12&-11
Cn1cnc(S(=O)(=O)NCCC(O)c2ccc3c(c2)OCO3)c1 (stereo not drawn),-14
COc1ccc(CNC(=O)CSc2n[nH]c(=O)c3cc(-c4ccc(C(C)C)cc4)nn23)cc1,-12
COc1cc(OC)cc(C(=O)Nc2nc(CC(=O)Nc3ccc(F)c(C(F)(F)F)c3)cs2)c1,-16
O=C(Nc1ccc(OC(F)(F)F)cc1)c1cccn(Cc2ccc(Br)cc2)c1=O,-19
COc1ccc(C(N)=NOC(=O)c2ccc(Br)o2)cc1,0
Oc1ccc(C=NNc2nc(N3CCCCCC3)nc(N3CCCCCC3)n2)c(O)c1,27
CS(=O)(=O)NCC1CN(c2ccc(F)cc2)C(=O)O1 (stereo not drawn),-2
Cc1cc(C)cc(NC(=O)C(=O)NCC(c2cccs2)N2CCc3ccccc3C2)c1 (stereo not drawn),-8
CCc1ccc(S(=O)(=O)c2cnc(N3CCN(c4ccccc4OC)CC3)nc2N)cc1,-16
C=CCn1c(SCC(=O)c2ccc3ccccc3c2)nc2scc(-c3ccc(C)o3)c2c1=O,3
Cc1nnsc1C(=O)Nc1ccccc1Cc1nc(-c2cccs2)no1,-17
Cc1cc(N(C)C)nc(CNC(=O)COc2ccc(-n3cccn3)nn2)n1,-1
CN1C(=O)c2cc(NS(=O)(=O)Cc3ccc(Cl)cc3)ccc2Oc2ccccc21,39
CON=C(C)c1ncc(C(F)(F)F)cc1N1CCOCC1,7
O=C(COc1ccc(F)cc1)NN=Cc1cccc2cccnc12,11
CCc1nnc(NS(=O)(=O)c2ccc(NC(=O)c3cc4c(ccc5ccccc54)oc3=O)cc2)s1,7
COc1cccc(-c2ccc(=O)n(CC(=O)Nc3cccc(C)c3C)n2)c1,0
CS(=O)(=O)c1ccc(CC(=O)Nc2nc(-c3ccccn3)cs2)cc1,75*
CCOC(=O)N1CCN(c2ncnc3c2nnn3CC)CC1,7
O=c1[nH]cnc2c1nnn2Cc1ccccc1F,-18&25
CC(C)c1ccc(NC(=O)C(=O)NCC2CCN(C3CCCC3)CC2)cc1,-6
Cc1c(C(=O)OCc2cccc(Cl)c2)nnn1-c1ccc(Br)cc1,1
CN(C)S(=O)(=O)c1ccc(-c2nnc(NC(=O)Cc3cccs3)o2)cc1,-6
Cc1ccc(NC(=O)Cn2c(=O)n(Cc3ccccc3Cl)c(=O)c3nccnc32)c(C)c1,2
COCCn1c(=NC(=O)c2cc(C)no2)sc2cc(S(C)(=O)=O)ccc21,-10
Cc1cc(CNC(=O)c2cnoc2C)c(C)o1,2
O=c1ccc(-c2ccccc2)nn1CCCNS(=O)(=O)CCc1ccccc1,-6
O=C(O)c1ccc(CNC2CCS(=O)(=O)C2)cc1 (stereo not drawn),-9
O=C(Nc1ncc(-c2ccccc2)s1)c1cccc(N2C(=O)CCC2=O)c1,1
COc1cccc(NC(=O)Cc2csc(SCc3ccc(Cl)cc3)n2)c1,-22
O=C(/C=C/c1ccc(-c2nc3ccccc3s2)o1)c1ccc(-c2ccc(F)cc2)o1,-8
Cc1cc(C)n(CC2CCN(C(=O)Cc3ccc(SC(C)C)cc3)CC2)n1,-4
Cn1c(=O)[nH]cc(C(=O)NN2CCOCC2)c1=O,-2
COc1ccccc1OCC#CCNC(=O)c1cnc2ccccc2n1,-8
CCOc1ccc(-c2csc(-c3nnn(-c4ccccc4Br)c3N)n2)cc1,10
CN(CC#CCNC(=O)CCSc1ccccc1)Cc1ccccc1,-15
COC(=O)c1cc(OC)c(OC)cc1NC(=O)c1ccc2snnc2c1,-5&-1
COc1cccc(NC(=O)NC[C@H]2CCCN2c2ccccc2)c1OC,22
O=C(CCN1CCC(Cc2ccccc2)CC1)Nc1ccc2c(c1)OCCO2,20
Cc1cc(NC(=O)COc2ccc(Cl)cc2)n(C(C)C)n1,-1
Cn1nc(-c2ccccc2)cc1C(=O)N1CCN(C(=O)c2cnn3ccccc23)CC1,-18
O=C(Nc1nc(-c2ccccn2)cs1)c1ccccc1Cl,100*
CC(C)(C)Sc1ccc2nn(CC(=O)Nc3ccc(F)cc3)c(=O)n2n1,-8
CCC(=O)Nc1ccc(SCC(=O)Nc2ccc3c(c2)OCCO3)nn1,-7
O=C(Nc1ccc2scnc2c1)C1COc2ccccc2O1 (stereo not drawn),-1
COc1ccc2sc(N(Cc3cccnc3)C(=O)Cc3ccc(Cl)s3)nc2c1,-15
Cc1ccc(NC(=O)N2CCC(c3nnc(C4CC4)o3)CC2)cc1C,-8

# In the list so far, 6 have an NH in an aromatic ring:
SMILES,PriA SSB inh
Cc1n[nH]c(C)c1S(=O)(=O)N1CCCCC1,-11&-3
Nc1[nH]n(-c2ccccc2)c(=O)c1N=Nc1ccccc1C(=O)O,13
COc1ccc(-c2noc(CSc3nc4[nH]ncc4c(=O)n3-c3ccc(F)c(F)c3)n2)cc1OC,-2
COc1ccc(CNC(=O)CSc2n[nH]c(=O)c3cc(-c4ccc(C(C)C)cc4)nn23)cc1,-12
O=c1[nH]cnc2c1nnn2Cc1ccccc1F,-18&25
Cn1c(=O)[nH]cc(C(=O)NN2CCOCC2)c1=O,-2

# (continued)
SMILES,PriA SSB inh
O=C(CC1CSc2nc3[nH]ncc3c(=O)n21)Nc1ccc(F)c(Cl)c1 (stereo not drawn),-5
O=C(COc1ccc(Oc2ccccc2)cc1)N(Cc1ccccc1)Cc1ccccc1,-7
Cc1ccc(-c2ccc(=O)n(CCCNS(=O)(=O)c3cccs3)n2)cc1,-14
O=C(Cn1c2c(c(=O)n(C3CCCCC3)c1=O)CCC2)NCc1ccco1,5
O=C(c1nc2ccccc2s1)N(CC(F)(F)F)C1CCOCC1,-29
O=S(=O)(c1ccc(F)cc1)N1CCN(c2ccc(-c3ccco3)nn2)CC1,-16
Fc1ccc2nc(NCCCN3CCOCC3)sc2c1,21
CC(=O)c1sc(NC(=O)CCS(=O)(=O)c2ccc(F)cc2)nc1-c1ccccc1,4
O=C(Nc1ccccc1F)N1CCSC1c1ccc(Cl)c(Cl)c1 (stereo not drawn),3
CC(C)N(C(=O)CSc1nnc(-c2cccnc2)o1)c1ccccc1,-11
Cc1ccc2c(=O)c(C(=O)c3cccc(Cl)c3)cn(CC(=O)NC[C@H]3CCCO3)c2n1,-3
C[C@H](NC(=O)CCc1nc2sc3c(c2c(=O)[nH]1)CCCCC3)c1ccc2c(c1)OCCO2,-12
O=C(NNc1nc2cc3c(cc2s1)OCCO3)c1ccc(S(=O)(=O)N2CCCCC2)cc1,23
Cc1nc2c(=O)[nH]nc(-c3ccco3)c2s1,-9
CCOC(=O)N1CCN(S(=O)(=O)c2ccc(C(=O)Nc3nc(-c4nc5ccccc5s4)cs3)cc2)CC1,5
O=C(NCc1ccccc1-c1ccsc1)c1ccc2nc[nH]c2c1,12
Cn1c(=O)oc2ccc(S(=O)(=O)NCc3cccnc3-c3cccs3)cc21,-10
CCCN1CCCc2cc(CCNC(=O)c3cc4ccccc4oc3=O)ccc21,34
COCCNC(=O)C(=O)Nc1ccc(F)cc1,-13
C[n+]1ccsc1-c1ccccc1,-7
Cc1ccccc1-c1ccc(N2CCC(C(=O)NCCc3ccc(S(N)(=O)=O)cc3)CC2)nn1,-1
CC(CC(=O)Nc1cc(Cl)ccc1C)=NNC(=O)C(=O)N1CCCC1,-15
COC(=O)c1cccc(N)c1,-20
CC(=NN=C(N)SCc1ccccc1)C(C)(C)C,6
CCOc1cc(C=NNC(N)=O)cc(Br)c1OCC(=O)Nc1ccccc1C,-5
O=C(CSc1ccc2nnc(-c3cccs3)n2n1)NC1CCCCC1,-11
COC(=O)c1cc(N/C=C(\C#N)c2nc(-c3cccc(Br)c3)cs2)cc(C(=O)OC)c1,-12
COc1ccc(S(=O)(=O)Oc2ccccc2Cl)c2ccccc12,1
O=C(c1cncc(Br)c1)N1C2C=CCC1CC2 (stereo not drawn),0
COC(=O)Cn1c(=NC(=O)c2cc(Cl)sc2Cl)sc2cc(F)cc(F)c21,-9
O=C(O)Cn1cnc2ncccc2c1=O,-5
Cc1cc(C(=O)N(CCN2CCOCC2)c2nc3c(F)cc(F)cc3s2)on1,-5
COc1ccc(-c2nnc3ccc(OCCNC(=O)C(C)(C)C)nn23)cc1,-19
Cc1cc(C)n(CCN2CCN(C(=O)c3cccc(Cl)c3)CC2)n1,-9
Cc1cc(NCc2ccccn2)n2nc(C)c(-c3ccccc3Cl)c2n1,11
CSc1ccc(-c2nnc(NC(=O)c3ccccc3)o2)cc1,-3

# Reprinted from the part before: 3 compounds, then new ones.
SMILES,PriA SSB inh
Cc1cc(C)n(CCN2CCN(C(=O)c3cccc(Cl)c3)CC2)n1,-9
Cc1cc(NCc2ccccn2)n2nc(C)c(-c3ccccc3Cl)c2n1,11
CSc1ccc(-c2nnc(NC(=O)c3ccccc3)o2)cc1,-3
COCCN1CCCc2ccc(NS(=O)(=O)c3cccs3)cc21,7
O=C(NCCc1ccc(N2CCCC2)cc1)C(=O)NCCN1CCOCC1,-11
O=C(Nc1ccc(C(F)(F)F)cc1)c1cc(S(=O)(=O)N2CCc3ccccc3C2)ccc1F,-9
COc1ccc(-c2nnc3ccc(OCCNC(=O)Cc4ccc(Cl)cc4)nn23)cc1,-17
COc1ccc(CCNC(=O)C2CCN(c3ccc(-c4ccccc4)nn3)CC2)cc1OC,-10
N#Cc1cccc(C(=O)NCC#CCOc2cccc(C(F)(F)F)c2)c1,-34
COc1ccc(CCS(=O)(=O)NCCN2CCN(c3ccccc3)CC2)cc1,2
Cc1cc(C)nc(SCC(=O)NN=C/C=C/c2ccccc2)n1,-9
CC1=C(C(=O)Nc2ccccc2)C(c2ccccn2)n2nc(-c3ccccc3)nc2N1 (stereo not drawn),-11
COCCn1c(-c2ccc(OC)cc2)cnc1SCC(=O)Nc1nnc(C)s1,-8
Cc1sc2ncnc(N3CCC(C)CC3)c2c1-c1ccc(F)cc1,-3
COC(=O)c1cccc(Nc2nc(C)nc3c2oc2ccccc23)c1,-13
CCS(=O)(=O)N1CCN(c2ccc(Nc3cc(C)ccn3)nn2)CC1,-16
O=C(CSc1nnc2ccccn12)c1ccc2c(c1)OCO2,-21&-12
Cc1ccc(/C=C/S(=O)(=O)NCC(c2ccsc2)N2CCOCC2)cc1 (stereo not drawn),-14
CCCOc1ccc(-c2c(C(=O)NN=CC3CC=CCC3)nnn2-c2nonc2N)cc1 (stereo not drawn),-3
O=C(CNc1cccc2ccccc12)NN=C/C(Br)=C/c1ccccc1,-2
Cc1nn(-c2ccccc2)c(C)c1C=NNC(=O)c1cc(-c2ccccc2)n[nH]1,4
Cc1ccc(C(CNC(=O)c2ccc(F)c(F)c2)N2CCN(C)CC2)cc1 (stereo not drawn),-11
Cc1cc(NC(=O)CSc2nc(N)c(NC(=O)c3ccc(F)cc3)c(=O)[nH]2)no1,2
O=C(NN=Cc1sc(=O)[nH]c1-[n+]1ccccc1)c1ccccc1[O-],-4
O=C(NCCn1ccc(-c2cccs2)n1)c1cc(-c2ccco2)on1,-11
Cc1ccccc1-n1c(O)c(C=Nc2nccs2)c(=O)[nH]c1=O,-8&5
NS(=O)(=O)c1ccc(NC(=O)c2cnc3sccn3c2=O)cc1,4

# Some of the compounds tested. The share of hits here may be higher or lower than overall.
